Screens from PubChem BioAssay.
USP2a inh = qHTS Assay for Inhibitors of Ubiquitin-specific Protease USP2a Using CHOP2 as the Reporter; Potency, µM (titrated, usually from 38.3 µM), for the others: at the highest dose activity change, negative = inhibition, actives largely listed as inhibitors; USP2 core, Ub-CHOP2 coupled fluorogenic reporter, 485/531; Ubiquitin carboxyl-terminal hydrolase 2 (Homo sapiens), O75604; hit rate 0.01% among 330,000;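 note: potency is the fitted concentration of half-maximal effect; plate controls were DMSO wells for no effect and full inhibition by NEM control for full effect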
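USP2 core (10nM final) preincubated 30min RT with compound in 20mM Tris-HCl pH 8.0, 2mM CaCl2, 2mM beta-mercaptoethanol, 0.05% CHAPS; 25nM Ub-CHOP2 plus 25nM reporter substrate added, fluorescence (Ex485/Em531) read after 60min.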
KCNH2 WT inh = qHTS for Inhibitors of KCHN2 3.1: Wildtype qHTS. Voltage-gated inwardly rectifying potassium channel KCNH2 (Homo sapiens), Q12809. U2OS, BacMam KCNH2, thallium flux FluxOr; stronger effect = lower value. activity change, % at 1.84 µM. hit rate 0.37% among 340,000. AID 720551, 2013;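 active = maximum activity change below -70%; inconclusive = maximum activity change between -70% and -50%; inactive = maximum activity change above -50%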; note: % is set by controls: 0 for no effect and ±100 for the full control effect
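U2OS cells were transduced with wild-type KCNH2 virus (2.03 x 10^8 / mL) for 4 h at room temperature, then cultured overnight at 37 C. Thallium flux was read with FluxOr dye. Rate constants were normalized to DMSO controls.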
KCNH2 3.1 inh = qHTS for Inhibitors of KCHN2 3.1: Mutant qHTS. hit rate 0.95% among 340,000. Potassium voltage-gated channel subfamily H member 2, brain isoform KCNH2 3.1 (human). activity change, % (tested at about 1.8 µM). AID 720553, 2013. U2OS KCNH2 3.1, thallium flux FluxOr; stronger effect = lower value;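 active = maximum activity change below -70%; inconclusive = maximum activity change from -70% to -50%; inactive = maximum activity change above -50%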;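 note: thallium influx rate constant from kinetic fluorescence after stimulation buffer; % is set by controls: 0 for no effect and ±100 for the full control effect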
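Kinetic fluorescence (2 min after stimulation buffer) measures Tl+ influx through KCNH2 3.1 expressed by viral transduction in U2OS cells; the rate constant is normalized against DMSO controls serving as positive and negative references.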
Eya2 inh = qHTS Assay for Inhibitors of the Phosphatase Activity of Eya2 | Protein phosphatase EYA2 (Homo sapiens), O00167 | recombinant Eya2, OMFP fluorescence dephosphorylation (OMFP is methylfluorescein phosphate) | Potency, µM (highest dose often 76.9 µM), without a hit: top-dose activity, negative = inhibition, most hits filed as inhibitors | hit rate 0.006% among 330,000 | AID 488837, 2010; note: potency is the fitted concentration of half-maximal effect; % is set by controls: 0 for no effect and ±100 for the full control effect
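Eya2 protein (added as 0.2 uM solution) was preincubated with compound for 10 min at ambient temperature in 50 mM HEPES pH 7.5, 50 mM NaCl, 5 uM MgCl2, 0.05% BSA, 1 mM DTT. OMFP (added at 50 uM) then reacted 10 min; fluorescence read at 485/525 nm.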
A-T KAP1 phos = qHTS Assay for Identifying a Potential Treatment of Ataxia-Telangiectasia. […] A-T fibroblasts, KAP-1 phosphorylation AlphaLISA; neocarzinostatin DNA damage 30 min before lysis. Potency, µM (titrated, usually from 57.5 µM), for inactives: at the top dose activation, actives largely listed as activators. hit rate 0.19% among 320,000; note: potency is the fitted concentration of half-maximal effect; % of control where 0% means no effect; nearly all actives have a fitted effect of over 45% in size
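hTERT-immortalized A-T patient fibroblasts ([…]), 500 cells/well in OPTI-MEM, 1% FBS, got compounds for 60 min, then NCS for 30 min at 37C. Lysates were then assayed for phospho-KAP-1 by AlphaLISA (anti-pKAP1 donor, anti-KAP1 acceptor beads), 6 hr at 25C.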
TRPV1 agonist = HTS Assay for Compounds that Act as Agonists of the Vanilloid Receptor 1; hit rate 0.19% among 320,000; TRPV1-expressing cells, Fluo-8 calcium influx, agonist mode; activation, % at 8.33 µM; Transient receptor potential cation channel subfamily V member 1 (Homo sapiens), Q8NER1; AID 540275, 2011; in the data active = activation above about 80%; inconclusive = between about 30% and that limit; note: 0% is about no effect
Target sequence (Q8NER1 whole entry, looked up): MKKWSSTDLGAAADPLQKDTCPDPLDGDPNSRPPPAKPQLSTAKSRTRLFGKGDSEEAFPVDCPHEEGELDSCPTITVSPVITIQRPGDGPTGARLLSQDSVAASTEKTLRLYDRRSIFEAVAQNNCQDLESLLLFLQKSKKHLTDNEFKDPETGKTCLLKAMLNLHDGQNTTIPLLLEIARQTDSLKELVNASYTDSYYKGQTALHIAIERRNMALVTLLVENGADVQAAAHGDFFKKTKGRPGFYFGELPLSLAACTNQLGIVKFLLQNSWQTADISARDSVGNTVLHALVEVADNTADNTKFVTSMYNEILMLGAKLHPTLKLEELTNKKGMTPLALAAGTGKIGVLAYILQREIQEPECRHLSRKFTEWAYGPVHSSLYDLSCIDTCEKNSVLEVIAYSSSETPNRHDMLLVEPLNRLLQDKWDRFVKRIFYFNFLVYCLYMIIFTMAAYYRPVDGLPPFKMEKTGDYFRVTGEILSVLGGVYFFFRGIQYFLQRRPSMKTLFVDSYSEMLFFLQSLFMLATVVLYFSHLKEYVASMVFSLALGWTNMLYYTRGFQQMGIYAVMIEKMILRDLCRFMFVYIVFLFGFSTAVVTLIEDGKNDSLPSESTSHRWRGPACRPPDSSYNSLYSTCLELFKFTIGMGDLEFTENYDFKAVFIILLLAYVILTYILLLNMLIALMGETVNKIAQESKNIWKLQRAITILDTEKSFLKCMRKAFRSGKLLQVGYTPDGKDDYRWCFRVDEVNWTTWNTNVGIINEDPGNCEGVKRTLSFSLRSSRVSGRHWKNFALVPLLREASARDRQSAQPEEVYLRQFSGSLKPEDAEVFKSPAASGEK
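Fluo-8 calcium influx in TRPV1-expressing cells, kinetic read (ex 480/em 520 nm). Compound added and read 3 min for agonist activity, followed by capsaicin at EC20 final and 2 min further read for enhancement.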
TSHR antagonist = Antagonists of the Thyroid Stimulating Hormone Receptor: HTS campaign. TSHR-expressing cells, TSH-stimulated cAMP HTRF, 2 h; stronger effect = lower value. Thyrotropin receptor (Homo sapiens), P16473. hit rate 0.2% among 330,000. activity change, negative = inhibition, % at 11.5 µM;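 active = activity change below a set negative limit, meaning inhibition stronger than a set level, cut at about -70% in these data; inconclusive = activity change between two set negative limits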; note: % is set by controls: 0 for no effect and ±100 for the full control effect
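Freshly harvested TSHR cells receive pin-tooled compound, then EC80 TSH at 4nM final. After 2 hours at 37 deg C, antibody in lysis buffer and cAMP-d2 are added; 30 minutes at ambient temperature precede the HTRF read.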
Mito fusion act = qHTS Assay for Small Molecule Inhibitors of Mitochondrial Division or Activators of Mitochondrial Fusion | AID 485298, 2010 | S. cerevisiae fusion-defective mutant growth rescue, CellTiterGlo 48 h | hit rate 0.23% among 320,000 | Potency, µM (top dose mostly 46.1 µM), for inactives: at the highest dose growth rescue (activation), hits mostly activators;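 note: potency is the fitted concentration of half-maximal effect; % of control where 0% means no effect; nearly all actives have a fitted effect of over 45% in size; temperature-sensitive fusion mutants such as fzo1-1 at 37 °C on non-fermentable ethanol glycerol medium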
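Temperature-sensitive fusion-defective S. cerevisiae (e.g. fzo1-1, mgm1-5) were grown with compound in YPEG medium (3% ethanol, 3% glycerol) for 48 hours at 37C. Growth rescue was measured as viability by CellTiterGlo luminescence after 10 minutes at ambient.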
TCR activator = Activators of T cell receptors: qHTS campaign. primary human leukocytes, anti-CD3, IL-2 HTRF, 48 h. Potency, µM (highest dose often 9.22 µM), for the others: top-dose activation of IL-2 secretion, hits mostly activators. 330,000 tested, under 10 active; note: % of control where 0% means no effect
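Readout: HTRF IL-2, Eu-cryptate/d2 antibody pair, 320nm excitation, 665nm emission. Stimulus: a-CD3 beads, no co-stimulation. Cells: primary human leukocytes. Exposure: 48 hr with compound.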
ELG1 DNA repair = qHTS screen for small molecules that inhibit ELG1-dependent DNA repair in human embryonic kidney (HEK293T) cells expressing luciferase-tagged ELG1. HEK293T ELG1-luciferase reporter, luminescence, 16 h; DNA damage induced by 5-fluorouridine. Potency, µM (doses to about 46.1 µM), without a hit: at the top dose activity change, negative = inhibition, hits mostly inhibitors. hit rate 2.3% among 330,000; note: potency is the fitted concentration of half-maximal effect; % is set by controls: 0 for no effect and ±100 for the full control effect; nearly all actives have a fitted effect of over 55% in size
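HEK293T cells expressing luciferase-tagged ELG1 (2,000/well) received 5-Fluorouridine plus compound or DMSO for 16 hr at 37 °C. Luciferase was read by ONE-Glo luminescence after 30 min at room temperature.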
An asterisk follows results filed as active; u = inconclusive; x = no result given; & = joins results of further samples; [ ] = remark or other dose. Unless noted, calls come from the whole dose curve; as a rule, active = well fitted curve in the direction sought with a large enough effect; inconclusive = small, poorly fitted or top-dose-only effect, or another doubt; inactive = no such curve, though single readings can be large; an effect the other way counts as inactive or inconclusive. Not all compounds are listed. The share of hits here may be higher or lower than overall.

SMILES	USP2a inh	KCNH2 WT inh	KCNH2 3.1 inh	Eya2 inh	A-T KAP1 phos	TRPV1 agonist	TSHR antagonist	Mito fusion act	TCR activator	ELG1 DNA repair
CCc1ccc(OCc2nnc(SCC(=O)N3CCN(c4ccccc4)CC3)o2)cc1	1%	-2	-2	4%	5%	-1	-9	-3%	2%[46.1 µM]	-9%
O=C(NCCc1c[nH]c2ccccc12)OCCSS(=O)(=O)O	-1%	-4	-7	3%	-2%	-2	6	-1%	-3%	-14%
Cc1cc(C)cc(-n2cnc3cc(C(=O)O)ccc32)c1	-3%	1	-2	2%	x	-1	-6	0%	2%	u
CC(C)(O)[C@H](O)COc1c2occc2cc2ccc(=O)oc12	-2%	1	4	-2%	6%	1	2	0%	3%	-2%
COc1ccc(/C=N/NC(=O)CC#N)cc1Oc1nc(Cl)ncc1F	0%	-7	5	-3%	-1%	1	4	-8%	-2%	19%
Cc1cccc(C2c3[nH]c4ccccc4c3CCN2C(=O)c2cc(CC(C)C)nc(C)n2)n1 (stereo not drawn)	1%	-16	-1	-4%	-4%	6	-12	11%	-3%	u
O=C(c1ccc(S(=O)(=O)N2CCOCC2)cc1)N(c1cccc(Cl)c1)C1C=CS(=O)(=O)C1 (stereo not drawn)	3%	x	5	4%	2%	1	-2	-4%	-5%	4%
CCc1cc2ccc(OC)cc2nc1SCC(=O)N1CCN(C(=O)c2ccco2)CC1	-4%	-3	-7	-14%	6%	u	-8	u	1%	21µM*
COc1ccc(OC)c(S(=O)(=O)N2CCN(C)CC2)c1	0%	4	7	-3%	11%	3	-1	-2%	1%	13%
CCOc1ccccc1NC(=O)C1C2C=CC(O2)C1C(=O)O (stereo not drawn)	0%	-7	12	15%	1%	0	3	-2%	-1%	10%
COc1ccc(S(=O)(=O)N2CCCCC2)cc1NC(=O)Cc1ccsc1	2%	-2	-16	1%	-2%	1	31	1%	9%	-10%
COc1cccc(NC(=O)CSc2nc3scc(C)c3c(=O)[nH]2)c1	1%	-15	-23	5%	-3%	-1	-1	6%	0%	-2%
Cc1nnc2ccc(N3CCCC3)nn12	-1%	-1	1	-10%	3%	1	12	-6%	0%	17%
CC(C)CC(=O)NC(=S)Nc1ccc(N2CCOCC2)c(Cl)c1	7%	-7	-10	-23%	-1%	8	-24	17%	-9%	u
COc1cc(-n2c(C)nc3cc(C(=O)O)ccc32)cc(OC)c1OC	0%	2	-8	-1%	-1%	-1	0	-8%	-10%	u
CCOC(=O)c1c(S(=O)(=O)Nc2ccc(F)cc2Cl)c(C)n(C)c1C	0%	1	-34	-9%	-7%	11	-17	6%	-1%	4%
O=C(Nc1ccc2c(c1)OCO2)O[C@@H]1C[C@H]2CCC(=O)N3CC[C@@H](C1)[C@@H]23	4%	-3	14	-1%	8%	3	-45	5%	1%	u
Cc1nn(C)cc1S(=O)(=O)N1CCN(c2ccc(F)cc2)CC1	0%	-6	-3	4%	3%	4	-10	1%	7%	12%
Cc1cc(Oc2ccccc2)nc(N2CCOCC2)n1	0%	-3	3	-14%	11%	5	-6	4%	-2%	u
COC(=O)[C@H](C)NC(=O)COc1ccccc1	-1%	-13	6	-15%	3%	-5	-5	1%	6%	-4%
O=c1c2ccccc2nc2c3ccccc3c3nncn3n12	-1%	-16	-2	3%	7%	-1	4	2%	-16%	0%
Cc1scc(C(=O)NNC(=S)NC(C)c2ccccc2)c1C (stereo not drawn)	-1%	15	x	0%	-5%	24	28	-2%	-3%	-11%
COc1ccc(C(=O)C[n+]2ccc3ccccc3c2C)cc1	2%	4	-4	2%	4%	5	1	5%	-3%	1%
CC(C)c1cc(C(=O)N/N=C/c2cccnc2)cs1	4%	4	-5	-1%	1%	u	-5	-1%	7%[46.1 µM]	u
COc1cc(N)c(Cl)cc1C(=O)OCC(=O)N1CCCCCC1	1%	2	-4	-3%	-6%	-1	-4	-4%	8%	u
Cc1ccc(N(C(=O)c2csnn2)C(C(=O)NC(C)(C)C)c2cccnc2)cc1C (stereo not drawn)	8%	1	15	1%	-2%	11	1	10%	3%	9%
COC(=O)c1ccc(-n2cncn2)c(F)c1	2%	9	-9	0%	5%	-1	-4	-2%	9%	18%
Cc1ccc(NC(=O)CSc2ncc(-c3ccccc3)n2C(=O)c2ccccc2)cc1	0%	2	-13	-27%	-2%	x	46	3%	1%	u
CCN(Cc1ccc(N(C)C)cc1)C(C)C(=O)Nc1ccc(S(=O)(=O)N2CCCC2)cc1 (stereo not drawn)	1%	4	0	-17%	-9%	-1	-3	0%	5%	9%
O=C(Nc1nnc(-c2ccccc2)o1)c1ccc(Cl)cc1	x	-5	2	x	x	3	x	8%	0%	x
Cc1ccc(N2NC(=O)/C(=C/c3ccc(-c4ccc(Cl)c(C(=O)O)c4)o3)C2=O)cc1C	-1%	22	2	-1%	-4%	2	5	-2%	4%	10%
O=C(Nc1cccc(Cl)c1)N(Cc1nc2ccccc2c(=O)[nH]1)C1CCCC1	0%	-13	2	0%	6%	1	0	-9%	3%	-26%
O=C(CCNC(=O)C1CCN(S(=O)(=O)c2ccccc2)CC1)NCc1ccc(Cl)cc1	1%	18	-1	-3%	6%	0	-7	-4%	3%	-19%
Oc1ccccc1N=N/C(=N/Nc1ccccc1O)c1ccccc1	1%	2	0	19%	-5%	2	4	-7%	0%	7%
CCC1CC(CSC(=N)N)OC1=O (stereo not drawn)	2%	-4	-2	-5%	-9%	1	6	3%	1%	-7%
COCCNC(=O)C1CCC(CNS(=O)(=O)c2ccc(F)cc2)CC1 (stereo not drawn)	0%	2	-17	9%	-3%	2	-1	3%	-3%	12%
N#CCSc1nnc(Cc2ccc3c(c2)OCO3)o1	-2%	2	4	-7%	2%	-4	-6	0%	-5%	1%
O=C(c1ccco1)N1CCN(C(=O)C2CCCN(S(=O)(=O)Cc3ccccc3)C2)CC1 (stereo not drawn)	-1%	0	13	-4%	-5%	-1	4	-1%	4%	-21%
O=S(=O)(Nc1ccc2c(c1)OCCO2)c1cccc2nsnc12	-1%	-7	7	-5%	x	-5	-4	12%	-2%	u
CCCn1cnc2scc(-c3ccc(C)c(C)c3)c2c1=O	1%	-2	5	-7%	3%	12	-1	-15%	-7%	-11%
CCN(CC)CCNC(=O)CS(=O)Cc1nc(-c2ccc(Cl)cc2)oc1C (stereo not drawn)	0%	6	-19	5%	-4%	0	26	1%	-56%	0%
CCOC(=O)c1oc2ccccc2c1CN1CCN(C(=O)c2ccccc2)CC1	2%	-1	-3	5%	3%	17	-1	-2%	-4%[46.1 µM]	u
COc1ccc(CCN(C(=O)C(F)(F)F)C(C(=O)NC2CCCCC2)c2ccc(C)s2)cc1 (stereo not drawn)	2%	9	-23	9%	10%	u	-7	2%	0%	2%
Cn1nnnc1SCc1cc(=O)[nH]c2ccccc12	3%	-2	19	7%	1%	-2	20	-3%	0%	-2%
CCc1ccc(C(=O)NNc2ccccc2F)cc1	-5%	-11	8	7%	-2%	x	5	-4%	1%	u
COc1cc(C2c3sc(=O)[nH]c3SC3C(=O)N(c4ccc(C)cc4)C(=O)C32)ccc1O (stereo not drawn)	3%	3	-1	4%	-10%	-2	-13	0%	-4%	-2%
N#CCCn1c(C(C#N)(CCC#N)CCC#N)nc2ccccc21	0%	-17	7	-9%	6%	0	4	-1%	8%	8%
CN(Cc1ccccn1)C(=O)c1ccc2nc(Cc3cccc(Cl)c3)oc2c1	0%	1	7	-11%	18%	11	2	-1%	-7%	-4%
COC(=O)C1=C(C)NC(C)=C([N+](=O)[O-])C1c1ccccc1C(F)(F)F (stereo not drawn)	-2%&-2%	-1&3	3&5	0%&14%&0%	3%&1%	-1&-3	-21&-22&-50	13µM*	1%&11%	0%&-15%
CCOC(=O)C(C)On1c(-c2cccc(Cl)c2)nc2ccc([N+](=O)[O-])cc21 (stereo not drawn)	-7%	5	-10	0%	-1%	19	-14	u	6%	u
